HepG2 tox = kills HepG2 cells in TGF-b inhibitor counter-screen; HepG2 CAGA-GFP viability, ATP luminescence, 18 h; Potency, µM (titrated, usually from 46.1 µM), for inactives: at the highest dose activity change, negative = cytotoxicity, most hits filed as cytotoxic; hit rate 0.76% among 410,000; AID 588856; also: potency is read from the fitted curve at half-maximal effect; some results filed as inactive show a strong effect at the top dose
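CellTiter-Glo luminescence gave cytotoxicity after 18 hours at 37 degrees C. The cells were HepG2 CAGA-GFP in 1% FBS DMEM, stimulated with 500 pg/mL TGF-beta after compound addition. %Activity was normalised to no-cell wells (complete cell-killing) and DMSO (no toxicity), and curves were fitted and classified.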
A549 tox = A549 cytotoxicity, counter-screen for Nrf2 inhibitors | hit rate 0.16% among 390,000 | Potency, µM (doses to about 46 µM), inactives show top-dose activity change, negative = cytotoxicity, usual class: inhibitors | A549 ARE-Fluc cells, CellTiter-Fluor viability, 18-24 h; also: potency is read from the fitted curve at half-maximal effect; % is scaled to controls: 0 for no effect and ±100 for the full control effect
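A549 ARE_Fluc cells in 5% FBS OPTI-MEM were exposed to compounds in concentration-response for 18-24 h at 37 deg C. Viability was read by CellTiter-Fluor fluorescence (Ex 405/Em 525) after 30 min, before the luciferase read.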
Nrf2 activator = activators of Nrf2 (ARE) signaling | AID 624171 | AREc32 ARE-luciferase reporter (MCF7-derived line), luminescence, 24 h | Potency, µM (top dose mostly 46.1 µM), inactives show at the top dose activation, actives largely listed as activators | hit rate 0.31% among 410,000; also: potency is read from the fitted curve at half-maximal effect; % of control where 0% means no effect; nearly all actives have a fitted effect of over 65% in size
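Luminescent ARE reporter assay in AREc32_Fluc cells: overnight plating at 37 deg C, 24 hr compound incubation, Steady-Glo added, 30 min RT before reading.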
EPAC2 agonist = activates human EPAC2 exchange factor; Potency, µM (doses to about 154 µM), for the others: top-dose activation, usual class: activators; hit rate 0.079% among 360,000; AID 720711; Q8WZA2; EPAC2 activation, biochemical qHTS; response scale: 100% = 6.5 mM cAMP response; also: potency is read from the fitted curve at half-maximal effect; nearly all actives have a fitted effect of over 50% in size
Target sequence (Q8WZA2 whole entry, looked up): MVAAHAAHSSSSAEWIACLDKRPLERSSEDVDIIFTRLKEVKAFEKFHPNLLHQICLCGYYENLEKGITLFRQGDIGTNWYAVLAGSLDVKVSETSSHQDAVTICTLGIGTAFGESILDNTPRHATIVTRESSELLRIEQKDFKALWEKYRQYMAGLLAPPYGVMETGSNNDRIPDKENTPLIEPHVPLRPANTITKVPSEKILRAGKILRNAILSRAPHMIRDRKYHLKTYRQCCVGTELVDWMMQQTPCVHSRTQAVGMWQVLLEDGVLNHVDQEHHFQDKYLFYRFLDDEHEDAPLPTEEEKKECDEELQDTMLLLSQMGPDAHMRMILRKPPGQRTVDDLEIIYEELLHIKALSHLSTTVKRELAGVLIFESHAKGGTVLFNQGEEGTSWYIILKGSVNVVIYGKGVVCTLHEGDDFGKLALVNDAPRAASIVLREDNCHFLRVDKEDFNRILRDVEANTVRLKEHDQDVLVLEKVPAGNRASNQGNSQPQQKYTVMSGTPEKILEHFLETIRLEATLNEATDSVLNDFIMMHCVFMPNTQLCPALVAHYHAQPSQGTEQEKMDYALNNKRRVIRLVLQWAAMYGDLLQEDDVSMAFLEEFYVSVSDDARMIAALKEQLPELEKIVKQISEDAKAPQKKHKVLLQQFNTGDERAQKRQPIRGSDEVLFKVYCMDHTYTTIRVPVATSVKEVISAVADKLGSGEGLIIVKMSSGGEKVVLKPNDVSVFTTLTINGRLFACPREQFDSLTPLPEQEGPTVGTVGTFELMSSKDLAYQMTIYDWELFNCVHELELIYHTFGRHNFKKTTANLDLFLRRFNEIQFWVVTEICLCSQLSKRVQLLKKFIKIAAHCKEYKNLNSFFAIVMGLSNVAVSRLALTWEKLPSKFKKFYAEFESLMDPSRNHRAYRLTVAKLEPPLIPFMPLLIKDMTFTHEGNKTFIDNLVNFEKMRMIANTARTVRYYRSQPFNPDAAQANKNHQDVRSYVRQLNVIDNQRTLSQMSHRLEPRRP
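Readout is BODIPY fluorescence (480 nm excitation, 540 nm emission), which falls as labeled GDP is exchanged off Rap1B. EPAC2 at 100 nM acted on 250 nM RAP1B-BODIPY-GDP with 50 uM GDP present.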
IL2 activator = IL-2 activation. IL-2 activation reporter assay, cell-based qHTS; stimulated with anti-CD3/CD4/CD28 beads; in transgenic mouse T cells. hit rate 0.065% among 360,000. AID 652025. activation, % (series mostly up to about 46 µM); in the data active = activation above about 50%; inconclusive = mostly about 30% to 49%; also: 0% is about no effect
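Unstimulated transgenic mouse T cells, 750 per well, received compound and, after 60 minutes, anti-CD3/anti-CD4 bead plus anti-CD28 stimulation. EGFP and DsRed were quantified after 18 hours.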
ATXN viability = viability counter-screen for ATXN expression inhibitors. S2 cells (HEK-293 line with an ATXN2-luciferase reporter) viability, CellTiter-Fluor protease fluorescence, 24 h. Potency, µM (titrated, usually from 56.7 µM), hits mostly cytotoxic. hit rate 0.49% among 400,000; also: potency is read from the fitted curve at half-maximal effect; nearly all actives have a fitted effect of over 40% in size
Nrf2 inh = blocks Nrf2 signaling; A549 ARE-Fluc reporter, luciferase luminescence, 18-24 h; Potency, µM (titrated, usually from 46 µM), for the others: at the highest dose activity change, negative = inhibition, hits mostly inhibitors; hit rate 2.1% among 360,000; also: potency is read from the fitted curve at half-maximal effect; % is scaled to controls: 0 for no effect and ±100 for the full control effect; nearly all actives have a fitted effect of over 60% in size
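Nrf2 activity is the BugLite luminescence, read 15 min after reagent at room temperature, following CellTiter-Fluor cytotoxicity readout (30 min, 37C). Compound titrations were applied for 18-24 h to 5000 A549 ARE_Fluc cells/well in 5% FBS OPTI-MEM.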
ATXN2 expr inh = reduces ATXN2 reporter expression in HEK-293 cells; HEK-293 ATXN2-luciferase reporter, luminescence, 24 h; Potency, µM (highest dose often 57 µM), for the others: top-dose activity change, negative = inhibition, hits mostly inhibitors; hit rate 0.72% among 360,000; AID 1745845; also: potency is read from the fitted curve at half-maximal effect; % is scaled to controls: 0 for no effect and ±100 for the full control effect; nearly all actives have a fitted effect of over 55% in size
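qHTS (up to 57 uM final) was run with 24 h compound exposure of reporter cells at 37 °C. Each well was multiplexed: SteadyGlo luminescence measured ATXN2-luciferase expression after a fluorogenic Gly-Phe-AFC viability readout (25 uM final).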
TGFb SMAD3 inh = TGF-b pathway inhibition | Potency, µM (titrated, usually from 46.1 µM), for inactives: top-dose activity, negative = inhibition, usual class: inhibitors | AID 588855 | hit rate 1.2% among 410,000 | HepG2 CAGA-GFP TGF-b/SMAD3 reporter, GFP fluorescence, 18 h; TGF-beta stimulated, 500 pg/mL final; also: potency is read from the fitted curve at half-maximal effect; % is scaled to controls: 0 for no effect and ±100 for the full control effect; nearly all actives have a fitted effect of over 65% in size
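HEPG2 CAGA-GFP cells (1000/well, DMEM with 1% FBS) were pre-incubated 2 h at 37 degrees C, given compound by pin tool, then stimulated with TGF-beta at 500 pg/mL final for 18 h before per-cell GFP fluorescence imaging.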
* hit, by the source's call; i = inactive; ? = inconclusive; nt = no result given; [ ] = remark or other dose. Unless noted, calls follow the shape of the dose curve; as a rule, active = well fitted curve in the direction sought with a large enough effect; inconclusive = small, poorly fitted or top-dose-only effect, or another doubt; inactive = no such curve, though single readings can be large; an effect the other way counts as inactive or inconclusive.

SMILES	HepG2 tox	A549 tox	Nrf2 activator	EPAC2 agonist	IL2 activator	ATXN viability	Nrf2 inh	ATXN2 expr inh	TGFb SMAD3 inh
Cn1ccnc1SCC(=O)Nc1ccc2ccccc2c1	-8%	2%	0.4%	4%	-1.1	i	?	4%	2%
COc1ccc(NC(=O)Nc2ccc(CC(=O)O)cc2)cc1	5%	-18%	0.4%	1%	0.4	i	?	-9%	3%
Cc1cc(OCCCn2ccnc2)cc(C)c1Cl	-11%	2%	-0.5%	-3%	2.1	i	nt	-10%	?
COc1cc(C(=O)Nc2c(C(=O)O)[nH]c3ccc(Br)cc23)cc(OC)c1OC	-5%	0%	-0.4%	0%	0.4	i	-1%	nt	2%
O=C(Nc1cccc(C(F)(F)F)c1)Nc1nnc(N2CCCCCC2)s1	1%	-1%	-0.4%	nt	nt	i	-27%	-2%	-2%
O=C1CCCN1C1CCN(Cc2ccccc2)S(=O)(=O)N1 (stereo not given)	nt	nt	0.5%	10%	-0.3	i	nt	1%	nt
COc1ccc(C(O)P(=O)(OC(C)C)OC(C)C)c(OC)c1 (stereo not given)	8%	-1%	-0.4%	-12%	-6.5	i	-4%	7%	10%
Cc1ccc(NC(=O)[C@@H](c2ccccc2)N2Cc3ccccc3C2=O)cc1	5%	-16%	0.2%	nt	nt	i	-16%	15%	-4%
Clc1ccc(-c2ccc(/C=N/Nc3nncc(-c4ccccc4)n3)o2)cc1	5%	-8%	0.7%	-12%	-0.2	?	2%	-8%	-6%
COC(=O)c1c(NC(C)=O)sc2c1CCCCC2	10%	10%	-0.6%[9.22 µM]	21%	0.8	i	18%	0%	14%
COC(=O)c1ccc2nc(-c3cccc(N)c3)cn2c1	5%	12%	-2.6%	1%	-3.4	i	?	?	-3%
O=C(O)COCC(=O)N1CCCN(c2nccc(C(F)(F)F)n2)CC1	-11%	9%	-0.6%	12%	-2.5	i	-2%	-5%	-6%
O=C(CCCCCN1C(=O)CCC1=O)Nc1ccc(Cl)c(C(F)(F)F)c1	-45%	-3%	-0.1%	9%	-0.1	i	?	-34%	-13%
O=C(Nc1ccccc1Cl)C1C2CCCCC21 (stereo not given)	-23%	4%	0.5%	0%	-4.3	i	?	-6%[2.22 µM]	-14%
COc1ccc(CNC(=O)CN(C(=O)CCC(=O)Nc2nccs2)c2cccc(C)c2)cc1	-29%	-4%	5.3%	5%	-2.0	i	6%	-13%	-25%
CC(C)(C)OC(=O)N1CCC(c2c(C(=O)N3CCN(C4CCCCC4)CC3)cnn2-c2cccc(Cl)c2)CC1	-23%	0%	6.1%	nt	nt	nt	3%	nt	-41%
CC1=C(C(N)=O)C(c2cccnc2)n2nc(SCc3ccccc3Cl)nc2N1 (stereo not given)	-3%	2%	1.2%	5%	1.1	i	?	1%	2%
Cc1cc(C)n2nc(C(=O)N/N=C/c3ccc(O)cc3)nc2n1	-3%	0%	-0.8%	4%	-4.0	i	1%	-13%	2%
COc1ccccc1N(C(=O)CNS(=O)(=O)c1ccccc1)C(C(=O)NCc1ccco1)C(C)C (stereo not given)	17%	-11%	0.3%	2%	-1.5	i	-5%	5%	?
Cc1onc(-c2ccccc2)c1C(=O)OCCOc1cccc(Cl)c1	-1%	4%	-0.2%	6%	-2.7	i	-9%	-24%	?

Arranged by value in Nrf2 activator (ascending): 3 of the compounds above
SMILES | Nrf2 activator | EPAC2 agonist | IL2 activator | TGFb SMAD3 inh
O=C(O)COCC(=O)N1CCCN(c2nccc(C(F)(F)F)n2)CC1 | -0.6% | 12% | -2.5 | -6%
Cc1onc(-c2ccccc2)c1C(=O)OCCOc1cccc(Cl)c1 | -0.2% | 6% | -2.7 | ?
COc1ccc(CNC(=O)CN(C(=O)CCC(=O)Nc2nccs2)c2cccc(C)c2)cc1 | 5.3% | 5% | -2.0 | -25%

Next part:
SMILES	HepG2 tox	A549 tox	Nrf2 activator	EPAC2 agonist	IL2 activator	ATXN viability	Nrf2 inh	ATXN2 expr inh	TGFb SMAD3 inh
COc1cccc(C(=O)Nc2c(F)cccc2F)c1	8%	-10%	0.0%	-6%	-0.7	i	11%	-16%	4%
CCOC(=O)CSC1=NN2CCS(=O)(=O)N=C2S1	-5%	1%	-0.4%	6%	-0.4	i	7%	-12%	-13%
CC(NC(=O)c1ccccc1C(=O)O)c1ccc(-n2ccnc2)cc1 (stereo not given)	-3%	0%	-0.8%	3%	0.1	i	3%	nt	6%
CCOC(=O)c1c(C)n(-c2ccc(C)cc2)c2ccc(OCC(O)CNCC3CCCO3)cc12 (stereo not given)	-112%	27%	-2.8%	9%	-0.7	?	20%	?	?
COc1cccc(OCc2nc3ccccc3n2CCOc2ccccc2)c1	-51%	-25%	2.4%	nt	nt	?	?	-29%	?
CCOc1ccc(C(=O)NCCCCNC(=O)c2ccc(OCC)cc2)cc1	15%	-8%	0.1%	0%	0.4	i	?	30%	-12%
O=C(COC(=O)C1CCN(S(=O)(=O)c2cccs2)CC1)Nc1ccc(F)cc1Cl	-1%	0%	-0.5%	9%	0.6	i	?	-3%	?
O=C(Cc1cccc2ccccc12)N/N=C/c1ccc(Sc2nc3ccccc3s2)o1	-19%	-10%	2.5%	0%	-3.2	?	-26%	-20%	-2%
COC(=O)CN(C)C(=O)c1cccc(OC2CCN(S(=O)(=O)N(C)C)CC2)c1	-1%	-4%	0.1%[9.22 µM]	4%	-3.8	i	3%	7%	8%
COc1ccc(C(=O)c2ccc(CC(=O)O)s2)cc1	14%	-3%	-2.4%	1%	-1.7	i	?	nt	-9%
CCOc1cccc(NC(=O)/C(C#N)=C/c2cccnc2)c1	13%	16%	2.0%	13%	0.1	i	2%	nt	13%
Cc1nn(C)c(C)c1NC(=O)CN1CCC(O)(c2ccc3c(c2)OCO3)CC1	7%	8%	-0.4%	2%	0.0	i	-15%	7%	11%
Cc1nnc(SCC(=O)Nc2cc(C(N)=O)cc(C(N)=O)c2)n1-c1ccccc1	-5%	0%	0.1%	7%	0.7	?	-18%	4%	-4%
COc1ccc(CCN2C(=O)CC(N3CCOCC3)C2=O)cc1 (stereo not given)	-1%	-2%	-0.1%	5%	-0.2	i	?	1%	-5%
COCC(=O)NNS(=O)(=O)c1ccccc1[N+](=O)[O-]	0%	9%	3.8%	1%	0.9	i	-9%	-9%	-31%
O=C(O)c1ccccc1OC(=O)C12CC3CC(CC(C3)C1)C2	0%	0%	-0.3%	2%	0.0	i	?	-23%	2%
O=C(NCCCn1ccnc1)Nc1ccc(Cl)cc1	-9%	2%	-0.6%	12%	-1.3	i	4%	3%	23%
CCOC(=O)N1CCN(C(=O)CN(c2cccc(C(F)(F)F)c2)S(C)(=O)=O)CC1	-30%	1%	-0.5%	7%	-1.2	i	16%	4%	0%
Cc1cc(=O)oc2cc(OCC(=O)Nc3nnc(C4CC4)s3)ccc12	-24%	1%	-0.3%	7%	1.9	i	2%	5%	-6%
COc1ccc2c(c1)C1CC(C)(NC(=O)C1S(=O)(=O)c1ccc(F)cc1)O2 (stereo not given)	-12%	?	0.3%	8%	-4.3	i	-20%	-1%	0%
Cc1ccccc1Nc1ncnc2c1cnn2-c1ccccc1	-4%	-2%	-0.1%	13%	-2.2	i	11%	20%	-13%
COc1cccc(NC(=O)CN(C)S(=O)(=O)c2ccc3c(c2)CCC(=O)N3)c1	-9%	-1%	0.3%	7%	-1.2	i	18%	-14%	-6%
O=C(CCSCc1cccc(Cl)c1)NCc1ccccc1Cl	-47%	1%	1.0%	nt	nt	nt	nt	nt	-25%
CCC(=O)c1cc(-c2nc3ccccc3n2C)n(C)c1	4%	1%	-0.6%	1%	4.6	i	5%	1%	-13%
CC(NC(=O)Nc1ccccc1)C(c1cccs1)N1CCN(c2ccccc2)CC1 (stereo not given)	-15%	5%	-0.7%	4%	-2.7	i	3%	-4%	5%
CCCCn1c(N)c(N(CCOC)C(=O)CSCc2c(C)noc2C)c(=O)[nH]c1=O	12%	-5%	-0.5%	-3%	2.5	i	5%	8%	10%
Cc1cccnc1NC(=O)CCNS(=O)(=O)c1ccc2c(c1)c(=O)n(C)c(=O)n2C	-11%	5%	-1.0%	8%	-2.8	i	-1%	-6%	3%
Cc1c(Nc2nc3ccccc3n3cnnc23)cccc1[N+](=O)[O-]	-44%	-2%	?	11%	-3.4	i	-16%	-2%	3%

Molecules shown so far containing fluorine:
SMILES	HepG2 tox	A549 tox	Nrf2 activator	EPAC2 agonist	IL2 activator	ATXN viability	Nrf2 inh	ATXN2 expr inh	TGFb SMAD3 inh
O=C(Nc1cccc(C(F)(F)F)c1)Nc1nnc(N2CCCCCC2)s1	1%	-1%	-0.4%	nt	nt	i	-27%	-2%	-2%
O=C(O)COCC(=O)N1CCCN(c2nccc(C(F)(F)F)n2)CC1	-11%	9%	-0.6%	12%	-2.5	i	-2%	-5%	-6%
O=C(CCCCCN1C(=O)CCC1=O)Nc1ccc(Cl)c(C(F)(F)F)c1	-45%	-3%	-0.1%	9%	-0.1	i	?	-34%	-13%
COc1cccc(C(=O)Nc2c(F)cccc2F)c1	8%	-10%	0.0%	-6%	-0.7	i	11%	-16%	4%
O=C(COC(=O)C1CCN(S(=O)(=O)c2cccs2)CC1)Nc1ccc(F)cc1Cl	-1%	0%	-0.5%	9%	0.6	i	?	-3%	?
CCOC(=O)N1CCN(C(=O)CN(c2cccc(C(F)(F)F)c2)S(C)(=O)=O)CC1	-30%	1%	-0.5%	7%	-1.2	i	16%	4%	0%
COc1ccc2c(c1)C1CC(C)(NC(=O)C1S(=O)(=O)c1ccc(F)cc1)O2 (stereo not given)	-12%	?	0.3%	8%	-4.3	i	-20%	-1%	0%

Assay outcomes (PubChem)
